Screening data (PubChem BioAssay)
SR-BI DiI-HDL act = activators of SR-BI mediated HDL lipid uptake; CHO ldlA[mSR-BI] cells, DiI-HDL uptake fluorescence, 3 h; 100 = double the neutral-control signal; activation, % at 12.5 µM; actives 0.096% (n = 320,000); AID 504775;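 active means mean replicate activation of at least 60% and every replicate at or above 60%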;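 further: 0% = median plate neutral-control signal and 100% = twice that signal; values of inactives mirror those of a sister screen read the other way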
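Test system: SR-BI-overexpressing, LDLR-lacking CHO cells; Medium: Ham's F12 with 0.5% BSA, HEPES 25 mM, pH 7.4; Schedule: 3 h, 37 °C; Technique: bottom-read fluorescence, 550/595 nm.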
NSD2 inh = NSD2 (human) methyltransferase inhibition; AID 743445; O96028; inhibition, % at 12.5 µM; actives 0.54% (n = 310,000); NSD2 peptide methylation, AlphaScreen, 120 min; in the data active means inhibition above about 50%
C-LANA FP = inhibitors of KSHV LANA C-terminal domain DNA binding; MBP-C-LANA/FAM-LBS DNA binding, fluorescence polarization; inhibition, % at 9 µM; actives 0.078% (n = 340,000); AID 504423;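 active means highest replicate inhibition at or above 60% at 9 µM, even if other replicates fall short; inactive means all replicates below 60% inhibition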;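 further: 0% = neutral control wells and 100% = 4 µM acridine orange control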
Arrestin-AP2 inh = human beta-arrestin and AP2 interaction inhibition | actives 0.31% (n = 340,000) | FITC-arrestin peptide / GST-AP2 beads, flow cytometry; AP2 beta2 appendage carries R879A mutation | inhibition, % at 10 µM;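 active means inhibition above a set limit, near 3 SD of compounds lacking own fluorescence, cut at about 54% in these data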;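 further: plate controls were DMSO wells for no effect and 5 µM unlabelled arrestin peptide for full effect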
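Test system: GST-tagged AP2 beta2-adaptin appendage (R879A) on 4 µm glutathione beads; also added: fluorescein-tagged arrestin peptide at 50 nM final; timing: 12 min plus 1 h, RT; signal: flow cytometry, FL1 (488/535 nm); read-out: percent drop in bead-associated FITC signal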
PKA-R2B act = activates the human PKA-R2B holoenzyme complex. P22694+P31323. PKA-R2B holoenzyme dissociation, Cy5-IP20 fluorescence polarization; R2B truncated from residue 108, S112A mutant; 0% DMSO only, 100% 113 µM cGMP. activation, % at 11.4 µM. actives 0.079% (n = 340,000). AID 504700;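 active means activation above a cutoff set at the mean over all compounds plus 3 SD, cut at about 18% in these data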;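 further: higher means more holoenzyme dissociation and a rise in polarization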
Target sequence (P31323 whole entry, looked up, other chains not shown, the tested form may be a part): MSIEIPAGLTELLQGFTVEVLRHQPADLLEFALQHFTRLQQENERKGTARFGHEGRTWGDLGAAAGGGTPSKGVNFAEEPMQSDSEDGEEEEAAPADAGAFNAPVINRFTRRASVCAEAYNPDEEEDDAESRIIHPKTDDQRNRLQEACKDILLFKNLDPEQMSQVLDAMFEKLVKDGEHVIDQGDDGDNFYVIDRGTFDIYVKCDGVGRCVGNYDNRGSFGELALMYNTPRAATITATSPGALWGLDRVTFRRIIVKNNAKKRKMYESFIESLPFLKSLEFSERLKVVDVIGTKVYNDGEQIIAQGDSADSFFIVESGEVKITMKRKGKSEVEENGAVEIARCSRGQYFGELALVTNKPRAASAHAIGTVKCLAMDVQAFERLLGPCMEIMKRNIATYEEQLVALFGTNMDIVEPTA
Keap1 Nrf2 FP = inhibitors of human Keap1-Nrf2 protein-protein interaction; AID 504523; Q14145; inhibition, % at 9.4 µM; actives 0.15% (n = 340,000); Keap1 Kelch-Nrf2 peptide fluorescence polarization, 1536-well; in the data active means inhibition above about 12%;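 further: human Keap1 Kelch domain with fluorescein labeled Nrf2 9mer peptide probe; 0% = neutral control wells and 100% = peptide positive control; higher means more block of Keap1 binding to Nrf2 peptide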
RTF Ca sens inh = cardiac RTF calcium desensitization | P19429+P45379 | IANBD-labeled cardiac RTF, Ca2+ fluorescence | inhibition, % at 7.15 µM | actives 0.12% (n = 340,000);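 active means inhibition above the mean inhibition of all tested compounds plus 3 SD, cut at about 17% in these data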;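 further: assay run at fixed EC70 calcium of 1.6 mM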
SR-BI HDL uptake = inhibitors of mouse SR-BI mediated HDL lipid uptake; Q61009; ldlA[mSR-BI] CHO cells, DiI-HDL uptake fluorescence, 3 h; inhibition, % at 12.5 µM; actives 0.96% (n = 320,000); AID 488896;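 active means mean replicate inhibition of at least 70% and a set share of replicates each scoring 70 or more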;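 further: 0% = median of neutral control wells and 100% = median of positive control wells; values of inactives mirror those of a sister screen read the other way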
Target sequence (Q61009 whole entry, looked up): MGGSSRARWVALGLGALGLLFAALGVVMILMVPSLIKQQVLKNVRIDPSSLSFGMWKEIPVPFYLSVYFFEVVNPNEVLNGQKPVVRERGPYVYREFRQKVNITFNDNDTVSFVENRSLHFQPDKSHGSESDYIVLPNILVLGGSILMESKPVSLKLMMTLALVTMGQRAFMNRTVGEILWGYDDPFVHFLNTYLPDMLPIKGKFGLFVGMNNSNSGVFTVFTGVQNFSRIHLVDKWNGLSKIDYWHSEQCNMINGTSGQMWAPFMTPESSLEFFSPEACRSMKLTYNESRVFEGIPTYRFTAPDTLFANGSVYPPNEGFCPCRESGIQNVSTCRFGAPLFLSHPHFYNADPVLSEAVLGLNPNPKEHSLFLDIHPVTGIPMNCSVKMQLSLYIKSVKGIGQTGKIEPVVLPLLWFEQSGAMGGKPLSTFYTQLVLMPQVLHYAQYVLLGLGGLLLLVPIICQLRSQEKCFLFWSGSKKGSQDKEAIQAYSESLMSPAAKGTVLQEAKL
PvdQ inh = blocks Pseudomonas aeruginosa PvdQ acylase activity. purified PvdQ acylase, fluorescence plate reader. inhibition, % at 10 µM. actives 0.063% (n = 340,000). AID 488965; in the data active means inhibition above about 30%, passing the limit was not always enough;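 further: 0% = vehicle neutral wells and 100% = reference inhibitor wells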
DAGLB inh = blocks human DAGLB lipase activity | Q8NCG7 | HEK293T DAGLB membrane lysate, EnzChek fluorogenic substrate | inhibition, % at 5.17 µM | actives 0.059% (n = 340,000) | AID 504411; in the data active means inhibition above about 34%;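 further: 0% = enzyme with vehicle and 100% = wells lacking enzyme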
The depositor's hits bear a star; / = not tested or not shown. Random draw from the library; overall some 2.1% were active at least once.

SMILES	SR-BI DiI-HDL act	NSD2 inh	C-LANA FP	Arrestin-AP2 inh	PKA-R2B act	Keap1 Nrf2 FP	RTF Ca sens inh	SR-BI HDL uptake	PvdQ inh	DAGLB inh
COc1ccc(C(=O)NCC2(c3ccccc3)CCCC2)c(OC)c1	-22	-11	0.3	-10	7	-1	-9	22	-11	-2
CC(C)n1nc(Cc2cccc3ccccc23)c(C#N)c1N	-6	/	-0.6	6	9	3	-7	6	-5	-2
CN(C)c1ccc(/C=N/NC(=O)CNC(=O)/C=C/c2ccco2)cc1	1	17	-0.2	0	-2	2	2	-1	5	1
COc1ccc(NC(=O)CN2CCN(c3c(C)cc(C)cc3C)CC2)cc1	-1	-1	-1.2	30	2	-1	-1	1	-5	-10
O=C(CN1C2=NCCN2c2ccccc21)C12CC3CC(CC(C3)C1)C2	3	2	0.1	-1	0	-1	-9	-3	-22	0
CC(C)c1ccc(C(=O)NNC(=O)c2n[nH]c(=O)c3ccccc23)cc1	-19	0	-0.5	16	6	5	-2	19	-3	1
CCN(CC)C(=O)[C@H]1CC(CC(=O)NCCc2ccccn2)C(=O)N2CCc3c([nH]c4ccccc34)[C@]12C (some centres undefined)	23	/	-0.3	16	2	-1	-13	-23	-14	-3
O=C(CNS(=O)(=O)c1ccccc1)NCc1ccccn1	-6	-2	0.3	10	-1	-2	0	6	9	1
NC(=O)C1(C(N)=O)OC1c1ccccc1 (centres undefined)	/	-5	-1.7	1	-4	1	-5	/	-2	-2
COc1cccc(C(C(=O)NC2CCCCC2)N(C(=O)c2cccs2)c2ccc3c(c2)OCO3)c1 (centres undefined)	-46	-1	-0.9	1	-4	-2	11	46	4	-9
OCC[C@H]1C[C@@H](O)[C@H](O)[C@@]2(CCCCO2)O1	-35	/	-0.3	9	0	-5	-5	35	-11	2
O=C1NN=C(c2ccccc2)C1Cc1ccccc1 (centres undefined)	11	2	-3.0	-3	-5	-2	-13	-11	-21	1
O=c1cc(-c2ccc(Cl)c(Cl)c2)[nH][nH]1	21	1	-1.2	13	-7	-2	1	-21	2	11
O=C(NC1CCCCC1)c1cc(C(=O)c2ccccc2Br)c[nH]1	-4	2	-0.5	1	3	-2	-9	4	-4	1
O=C1c2ccccc2C(O)(c2ccccc2)N1CCc1ccccc1 (centres undefined)	-39	-1	-0.2	-11	-9	-2	-15	39	-15	-7
CC(C)CN(C(=O)CSc1nc(-c2ccccc2)cn1N)c1c(N)n(Cc2ccccc2)c(=O)[nH]c1=O	10	3	-1.5	1	-6	-5	0	-10	3	3
C/C(=N/NC(=O)c1ccccn1)c1ccco1	31	/	-0.1	-15	-3	1	-11	-31	-6	-3
C=CCn1c(SCC(=O)c2c(N)n(C3CC3)c(=O)[nH]c2=O)nnc1-c1ccoc1C	7	1	1.3	10	0	2	-4	-7	-7	3
O=C(NCc1cccnc1)c1cccn1-c1ncc(C(F)(F)F)cc1Cl	12	29	-1.1	-3	10	1	-7	-12	-10	1
Cn1c(=O)c2c(nc(Cl)n2CCOc2ccccc2)n(C)c1=O	-6	-1	0.1	-15	-9	1	1	6	-4	1
CC(C)(C)c1ccc(C(=O)NCCC(=O)NC2=NCCS2)cc1	-9	-4	1.6	7	-8	-2	0	9	23	-1
COc1ccc(NC(=O)CCCN(C)S(=O)(=O)c2ccc(C)cc2)cc1	20	0	2.4	3	-1	1	-2	-20	-2	0
Cc1ccc(NC(=O)c2cc(-c3ccc4c(c3)OCO4)on2)cc1C	17	-2	-0.9	8	0	-5	7	-17	1	-2
C=CCN1C(=O)C(CC(=O)O)SC1=Nc1cccc([N+](=O)[O-])c1 (centres undefined)	1	-1	-0.3	-6	2	-4	-4	-1	-8	1
O=C1CN(C(=O)c2c(F)cccc2F)C(c2ccccc2)c2cc(Br)ccc2N1 (centres undefined)	-8	9	0.1	11	-6	0	-1	8	3	-2
SMILES	SR-BI DiI-HDL act	NSD2 inh	C-LANA FP	Arrestin-AP2 inh	PKA-R2B act	Keap1 Nrf2 FP	RTF Ca sens inh	SR-BI HDL uptake	PvdQ inh	DAGLB inh
Cn1c(=O)[nH]c(=O)c2c1nc(N1CCOCC1)n2CC(O)COc1ccc2ccccc2c1 (centres undefined)	6	0	-0.5	0	-2	0	-6	-6	-12	-1
Cc1ccc(N(C)S(=O)(=O)c2ccc3c(c2)CC(C)N3C(=O)C2CC2)cc1 (centres undefined)	-29	-3	-0.1	23	6	-2	3	29	1	-8
O=C(NCCN1C(=O)CCC1=O)c1ccncc1	32	-2	-0.5	6	15	-3	-6	-32	-12	-2
O=C1NC(c2ccccc2)=C(c2ccc3ccccc3n2)C(c2ccncc2)N1 (centres undefined)	12	-2	0.5	10	6	3	11	-12	2	5
COCCNc1nc2sc3c(c2c(=O)n1Cc1ccco1)CCCCC3	-7	5	0.5	12	-4	-3	-2	7	-14	0
CCCn1cnnc1CNC(=O)C1CCC(=O)N(CCc2ccc(OC)cc2)C1 (centres undefined)	25	3	-0.1	4	-3	-2	4	-25	-5	1
CCc1nnc(N2CCN(c3ncnc4c3oc3ccccc34)CC2)s1	24	0	0.6	-6	-4	2	0	-24	-7	-1
O=C(CNC(=O)c1[nH]cnc1C(=O)N[C@@H](Cc1ccccc1)C(=O)OCc1ccccc1)OCc1ccccc1	12	/	-1.3	15	-9	-1	-3	-12	-2	-2
COc1ccc(C(=O)O)cc1S(=O)(=O)Nc1ccccc1Cc1ccccc1	/	0	0.2	-3	-11	2	-13	/	-15	4
Cc1cc(C(F)(F)Cl)n2ncc(-c3ccccn3)c2n1	-9	1	0.7	-6	-3	-3	-2	9	-9	0
COc1cccc(CNC(=O)CN(C)S(=O)(=O)c2ccc3c(c2)c(=O)n(C)c(=O)n3C)c1	-3	/	-1.4	2	-6	-5	1	3	-5	2
O=C(Nc1ccccc1Cl)NC1(C(=O)NCC2CCCO2)CCCCC1 (centres undefined)	/	/	0.6	-8	7	-1	-3	/	-11	0
COC(=O)c1cscc1S(=O)(=O)Cc1ccccc1	12	-5	0.6	53	7	1	0	-12	5	-1
O=C(CCc1ccc(S(=O)(=O)N2CCOCC2)cc1)Nc1c(F)cccc1F	-7	2	-0.5	2	-1	-4	1	7	-11	0
CC(=O)NC(C)(CC(=O)c1ccccc1)c1ccccc1 (centres undefined)	-5	23	0.5	3	0	-2	6	5	-1	0
CN(C)c1ccc(/C=N/N(Cc2ccccc2)c2ccccc2)cc1	-22	-1	0.0	0	-5	0	-1	22	-6	1
CCNc1ccc(S(=O)(=O)C(F)(F)F)cc1NC(=O)C12CCC(CC1)C2	18	10	1.2	2	1	3	-29	-18	-9	-5
C=CCn1c(SC(C)CC)nc(O)cc1=O (centres undefined)	30	-1	-1.0	1	0	-3	11	-30	-1	-5
COC(=O)c1ccccc1Oc1cc(C(F)(F)F)nc(-c2ccccn2)n1	7	-2	0.5	-12	-9	3	0	-7	-1	-3
CSc1cc(-c2ccc(Cl)cc2)n(Cc2ccccc2)c(=O)c1C#N	18	-3	-0.7	1	5	-4	0	-18	-11	-1
O=C(C1=C[C@H](c2ccccc2)C[C@H](OCCCCO)O1)N1CCN(Cc2ccccc2)CC1	-4	/	2.1	0	-3	-1	-5	4	-16	-5
CCOC(=O)Cn1nc(-c2ccc(Cl)cc2)cc1N	8	-1	1.6	7	7	0	-6	-8	-9	2
Cc1ccc(NC(=O)CSc2nnc(-c3cnccn3)n2C)cc1C	-1	1	-0.3	-2	-7	-1	-2	1	-8	-3
CC1CCc2nc(N)c(C#N)c(-c3cccnc3)c2C1 (centres undefined)	-1	/	-0.2	1	-4	-3	2	1	14	3
CCOC(=O)CSc1nc(C)c(C(=O)OCC)s1	-1	36	0.4	2	-5	-2	-15	1	-3	-5

Single records (already shown). Order of values: SR-BI DiI-HDL act	NSD2 inh	C-LANA FP	Arrestin-AP2 inh	PKA-R2B act	Keap1 Nrf2 FP	RTF Ca sens inh	SR-BI HDL uptake	PvdQ inh	DAGLB inh
Record of COc1cccc(CNC(=O)CN(C)S(=O)(=O)c2ccc3c(c2)c(=O)n(C)c(=O)n3C)c1 : -3	/	-1.4	2	-6	-5	1	3	-5	2
Record of CCc1nnc(N2CCN(c3ncnc4c3oc3ccccc34)CC2)s1 : 24	0	0.6	-6	-4	2	0	-24	-7	-1
Record of Cc1ccc(NC(=O)CSc2nnc(-c3cnccn3)n2C)cc1C : -1	1	-0.3	-2	-7	-1	-2	1	-8	-3
Record of COC(=O)c1ccccc1Oc1cc(C(F)(F)F)nc(-c2ccccn2)n1 : 7	-2	0.5	-12	-9	3	0	-7	-1	-3

(continued)
SMILES	SR-BI DiI-HDL act	NSD2 inh	C-LANA FP	Arrestin-AP2 inh	PKA-R2B act	Keap1 Nrf2 FP	RTF Ca sens inh	SR-BI HDL uptake	PvdQ inh	DAGLB inh
Cc1cc(=O)[nH]c(=S)[nH]1	17	/	-3.5	1	3	-3	10	-3	-8	0
NC(=O)c1noc(C(=O)N(CC(=O)NC2CCCC2)Cc2ccc3c(c2)OCO3)c1N	32	0	-0.3	4	2	-4	-3	-32	-8	-3
Nn1c(SCC(=O)NCCc2ccc(S(N)(=O)=O)cc2)nnc1C1CCCCC1	3	7	-1.4	-15	-12	-4	-11	-3	-13	-5
CCN(CC1CCCO1)C(=O)c1cc(COc2ccccc2SC)on1 (centres undefined)	-18	-1	-0.7	51	2	-6	-4	18	2	-3
CCOC(=O)c1ccc(S(=O)(=O)N2CCC(C(=O)NCC3CCCCC3)CC2)cc1	7	/	-0.1	2	0	2	7	-7	-12	-2
CCCCN1C(=O)/C(=c2\sc3nc(=O)c(-c4ccccc4)nn3c2=O)c2ccccc21	2	8	0.7	1	-7	-1	-13	-2	-11	-3
CC(C)(C)c1ccc(OCC(=O)NNC(=O)CCc2ccccc2)cc1	4	-1	-1.5	-1	-7	-4	3	-4	-7	-1
CC(C)(C)C(=O)NC(=S)NCc1ccccc1	13	-3	0.3	14	-7	-3	-3	-13	9	-5
CCC1(CCC(C)C)SC(N)=NC1=O (centres undefined)	-5	3	-0.8	-15	-8	-5	1	5	-20	-1
CNc1c2cccc(C)c2nc2c(C(=O)NCCN(C)C)cccc12	11	11	61*	-11	-16	0	-17	-11	-19	-3
Cc1ccc(N(C(=O)c2csnn2)C(C(=O)NC2CCCCC2)c2ccccn2)cc1 (centres undefined)	4	3	0.2	-2	3	-7	3	-4	-13	0
S=C(N/N=C/c1ccc2c(c1)OCO2)NC1CC2CCC1C2 (centres undefined)	-5	0	1.3	-10	/	-2	/	5	-9	/
O=C(CCCC(=O)N(CC(=O)NC1CCCC1)Cc1ccc(F)cc1)Nc1ccccn1	4	26	-1.6	-6	4	-3	-4	-4	-11	3
CCOc1ccc(S(=O)(=O)n2ccnc2)c2ccccc12	6	/	-0.9	3	3	-6	-9	-6	-6	-3
